# Mtb RmlCD inh: inhibitors of Mycobacterium tuberculosis RmlC and RmlD coupled enzymes. P9WH09+P9WH11. RmlC+RmlD coupled enzyme assay, percent inhibition; primary screen in compound mixtures. inhibition, % at 3.6 µM. actives 0.03% (n = 160,000). AID 1533; in the data active = inhibition mostly above about 34%, no sharp cut-off; inconclusive = no clear call, values can overlap the other calls; inactive = mostly below about 22%; also: some results filed as inactive read as strong as hits
# Target sequence (P9WH09 whole entry, looked up): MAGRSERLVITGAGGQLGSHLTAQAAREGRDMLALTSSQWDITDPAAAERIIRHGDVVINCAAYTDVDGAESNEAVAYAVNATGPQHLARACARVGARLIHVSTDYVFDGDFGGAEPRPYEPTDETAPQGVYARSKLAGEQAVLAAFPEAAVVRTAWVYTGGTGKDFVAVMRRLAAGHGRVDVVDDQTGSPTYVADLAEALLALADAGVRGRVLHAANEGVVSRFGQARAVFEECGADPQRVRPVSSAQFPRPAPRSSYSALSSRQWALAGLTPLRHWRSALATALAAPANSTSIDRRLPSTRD
# Target sequence (P9WH11 whole entry, looked up): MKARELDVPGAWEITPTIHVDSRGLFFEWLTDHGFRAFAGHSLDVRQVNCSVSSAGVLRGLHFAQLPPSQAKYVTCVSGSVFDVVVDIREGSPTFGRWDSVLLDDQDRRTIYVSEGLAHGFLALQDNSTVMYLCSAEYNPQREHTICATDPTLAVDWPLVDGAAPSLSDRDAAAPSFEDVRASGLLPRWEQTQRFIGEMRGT
# M. tuberculosis GlmU: inhibition of mycobacterial GlmU enzyme – biochemical, glucosamine-1-phosphate acetyltransferase (AID 1376); one-dose inhibition, %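 (tested at 30 µM in the primary screen)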; IC50 in µM for titrated hits; M. tuberculosis GlmU acetyltransferase enzyme assay; higher % means a stronger effect; actives 0.25% (n = 220,000); in the data active = inhibition above about 13%; inconclusive = no clear call, values can overlap the other calls;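 also: 0% = complete reaction with vehicle and 100% = reaction without substrate; strong numbers were not always called active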
# Starred values were filed as active, the others as inactive; ? = inconclusive; . = no result given. The list is partial (hit frequency here may not be typical).
SMILES,Mtb RmlCD inh,M. tuberculosis GlmU
COC(=O)COc1cccc(NC(=O)COc2ccccc2)c1,.,-4.9%
Cc1cccc(N2CCN(C(=O)c3cccc(N4C(=O)C5CC=CC(C)C5C4=O)c3)CC2)c1C (stereo unspecified),.,1.3%
Cc1ccc2c(c1)NC(=O)C(CC(=O)NCCCN1CCCCC1)O2 (stereo unspecified),-7.0,6.5%
Cc1nc2[nH]c(=S)[nH]c2cc1Br,-3.5,1.3%
O=C(O)C1C2C=CC(C2)C1C(=O)N1CCN(CCO)CC1 (stereo unspecified),5.0,.
O=C1c2ccccc2C(=O)N1/N=C/c1ccc(O)c(O)c1O,-8.2,10.8%
CCn1cc(Br)c(C(=O)Nc2ccccc2C(=O)OC)n1,-11.5,-0.5%
COCCCNC(=S)NCCc1ccc(F)cc1,8.5,-3.0%
N#C/C(=C\c1ccc(N2CCOCC2)cc1)c1ccccc1,1.8,5.2%
COc1cc(C)c(NC(c2ccccc2)c2ccccc2)cc1OC,2.0,1.3%
O=C(Cn1c(=O)n(Cc2ccco2)c(=O)c2c3c(sc21)CCCC3)Nc1ccccc1,7.2,2.3%
CC(NC(=O)Cc1cccs1)c1ccncc1 (stereo unspecified),-6.5,2.4%
CCC(C)N=CC1=C(O)CC(c2ccccc2)CC1=O (stereo unspecified),.,1.4%
CC1CCCC(C)N1C(=O)c1ccccc1Nc1ccc(SC(F)F)cc1 (stereo unspecified),4.0,3.8%
COC(=O)CSc1nc(N2CCOCC2)c2c(c1C#N)CC(C)(C)N(C)C2,5.2,0.7%
CN1CCN(c2ccc3nccnc3c2)CC1,9.4,-2.0%
S=c1[nH]nc(-c2ccco2)n1/N=C/c1ccccn1,.,2.0%
COc1ccc(N2CCN(CCCNC(=O)C3CCCN(S(=O)(=O)c4c(C)n[nH]c4C)C3)CC2)cc1 (stereo unspecified),1.1,-2.0%
O=C(Nc1nc2ccccc2s1)C1CCCO1 (stereo unspecified),2.6,-3.5%
CSCc1ccc(C(=O)NCc2ccc(F)cc2)cc1,-3.6,1.0%
Cc1ccc(-n2c(=O)cc(N3CCc4ccccc4C3)[nH]c2=O)cc1,.,2.9%
COc1ccc(C(=O)Oc2cc(OC)cc(OC)c2C(C)=O)cc1,.,2.4%
Cc1ccc(NC(=O)CS(=O)(=O)c2cn(CC(=O)N3CCOCC3)c3ccccc23)cc1,2.7,-0.2%
CN(C(=O)COC(=O)c1ccc(NS(=O)(=O)c2cccs2)cc1)C1CCCCC1,11.9,4.3%
C=CCN1C(=O)CS/C1=N\N=C\c1cccc([N+](=O)[O-])c1,0.7,3.5%

# A different layout for 23 compounds above.
Molecule	Mtb RmlCD inh	M. tuberculosis GlmU
Cc1ccc2c(c1)NC(=O)C(CC(=O)NCCCN1CCCCC1)O2 (stereo unspecified)	-7.0	6.5%
Cc1nc2[nH]c(=S)[nH]c2cc1Br	-3.5	1.3%
O=C(O)C1C2C=CC(C2)C1C(=O)N1CCN(CCO)CC1 (stereo unspecified)	5.0	.
O=C1c2ccccc2C(=O)N1/N=C/c1ccc(O)c(O)c1O	-8.2	10.8%
CCn1cc(Br)c(C(=O)Nc2ccccc2C(=O)OC)n1	-11.5	-0.5%
COCCCNC(=S)NCCc1ccc(F)cc1	8.5	-3.0%
N#C/C(=C\c1ccc(N2CCOCC2)cc1)c1ccccc1	1.8	5.2%
COc1cc(C)c(NC(c2ccccc2)c2ccccc2)cc1OC	2.0	1.3%
O=C(Cn1c(=O)n(Cc2ccco2)c(=O)c2c3c(sc21)CCCC3)Nc1ccccc1	7.2	2.3%
CC(NC(=O)Cc1cccs1)c1ccncc1 (stereo unspecified)	-6.5	2.4%
CCC(C)N=CC1=C(O)CC(c2ccccc2)CC1=O (stereo unspecified)	.	1.4%
CC1CCCC(C)N1C(=O)c1ccccc1Nc1ccc(SC(F)F)cc1 (stereo unspecified)	4.0	3.8%
COC(=O)CSc1nc(N2CCOCC2)c2c(c1C#N)CC(C)(C)N(C)C2	5.2	0.7%
CN1CCN(c2ccc3nccnc3c2)CC1	9.4	-2.0%
S=c1[nH]nc(-c2ccco2)n1/N=C/c1ccccn1	.	2.0%
COc1ccc(N2CCN(CCCNC(=O)C3CCCN(S(=O)(=O)c4c(C)n[nH]c4C)C3)CC2)cc1 (stereo unspecified)	1.1	-2.0%
O=C(Nc1nc2ccccc2s1)C1CCCO1 (stereo unspecified)	2.6	-3.5%
CSCc1ccc(C(=O)NCc2ccc(F)cc2)cc1	-3.6	1.0%
Cc1ccc(-n2c(=O)cc(N3CCc4ccccc4C3)[nH]c2=O)cc1	.	2.9%
COc1ccc(C(=O)Oc2cc(OC)cc(OC)c2C(C)=O)cc1	.	2.4%
Cc1ccc(NC(=O)CS(=O)(=O)c2cn(CC(=O)N3CCOCC3)c3ccccc23)cc1	2.7	-0.2%
CN(C(=O)COC(=O)c1ccc(NS(=O)(=O)c2cccs2)cc1)C1CCCCC1	11.9	4.3%
C=CCN1C(=O)CS/C1=N\N=C\c1cccc([N+](=O)[O-])c1	0.7	3.5%

# Next compounds follow:
SMILES,Mtb RmlCD inh,M. tuberculosis GlmU
Cc1nn(-c2ccccc2)c(N2CCCC2)c1/C=N/NC(=O)c1cc(-c2ccccn2)nc2ccccc12,10.6,5.2%
Cc1ccccc1-n1nc(C)c2cc(C(=O)NC3CC3)sc21,.,2.6%
COc1ccc(CN2C(=O)CN(C3CCCCCC3)C(=O)C2c2ccc(OC)c(OC)c2)cc1 (stereo unspecified),9.7,1.6%
Cc1cccc(-c2csc(N)c2C(=O)OC(C)C)c1,.,-2.6%
CCO[C@H]1OC(C(=O)N2CCN(C)CC2)=C[C@@H](c2coc3ccccc3c2=O)[C@@H]1CCCO,.,0.2%
CC(=O)NC(C)C(=O)OCC(=O)c1ccc(-c2ccccc2)cc1 (stereo unspecified),9.2,-2.1%
CCOC(=O)C1CCCCN1Cc1cccc(C(F)(F)F)c1 (stereo unspecified),10.0,-5.9%
Cc1ccc(S(=O)(=O)N2CCC(C(=O)N/N=C/c3ccccc3[N+](=O)[O-])CC2)cc1,.,0.8%
COC(=O)c1sccc1N(C)S(C)(=O)=O,.,-1.5%
O=S(=O)(NCC1CCCO1)c1cc(Br)c(Br)s1 (stereo unspecified),-1.9,-3.1%
Cc1nc(/N=C(\N)NC(=O)NC2CCCCC2)nc2ccccc12,3.7,1.5%
CCN(CC)S(=O)(=O)c1cccc(C(=O)NC(C(=O)Nc2nnc(C)s2)C(C)C)c1 (stereo unspecified),.,7.8%
Cc1cc(N2CCOCC2)nc(SCc2ccc(Cl)cc2Cl)n1,10.1,-2.3%
CCCCN(Cc1ccccc1)C(=O)C1CCCN(S(=O)(=O)c2cnc[nH]2)C1 (stereo unspecified),.,-0.1%
COCCCNc1oc(COc2ccc(Cl)cc2Cl)nc1C#N,0.6,2.5%
CCOc1c(O)ccc(/C=C2\SC(=S)NC2=O)c1[N+](=O)[O-],3.2,12.8%*
Cn1c(=O)[nH]c(=O)c2c1nc(N1CCOCC1)n2CC(O)COc1ccccc1 (stereo unspecified),.,0.5%
Cn1c(N/N=C/c2c[nH]c3ccccc23)nc2ccccc21,34.9,-3.8%
COc1cccc(CN2CCNC(=O)C2CC(=O)N2CCOc3ccccc3C2)c1OC (stereo unspecified),.,8.2%
NC(=S)N/N=C/c1coc2cc(Br)ccc2c1=O,3.8,2.2%
COc1ccc(/C=N/NC(=O)c2[nH]c3ccc(Br)cc3c2-c2ccccc2)cc1,25.0,-8.2%
O=C(CCN1C(=O)c2cccc3cccc(c23)C1=O)NCc1ccco1,5.2,0.0%
CC1CCN(C(=O)c2cc3ccccc3o2)CC1,.,-0.4%
CCC(=O)Nc1ccc(NC(=S)Nc2ccccc2)cc1,5.3,4.4%
O=C(COC(=O)/C=C/c1ccco1)NCc1ccco1,-9.7,0.9%

# Single records (already shown). Order of screens: Mtb RmlCD inh | M. tuberculosis GlmU
# Profile of `Cc1ccccc1-n1nc(C)c2cc(C(=O)NC3CC3)sc21` : . | 2.6%
# Profile of `Cc1cccc(-c2csc(N)c2C(=O)OC(C)C)c1` : . | -2.6%

# The list goes on.
SMILES,Mtb RmlCD inh,M. tuberculosis GlmU
COc1ccc(/C=N/NC(=O)CCN2CCCCC2c2cccnc2)cc1Cn1cc([N+](=O)[O-])cn1 (stereo unspecified),-5.9,12.8%*
Cc1ccsc1/C=N/NC(=O)c1sccc1C,9.0,0.5%
COc1ccc(-c2cc3nc[nH]c(=O)c3s2)cc1,5.4,2.1%
CSc1nc(-c2ccccc2)nn1S(=O)(=O)c1ccccc1,.,-2.8%
CCOC(=O)N1CCN(C(=O)CSCc2ccc(C)cc2)CC1,5.6,-3.5%
CN(C)/C=C/C(=O)c1ccc(-n2cccc2)cc1,3.4,6.8%
C=C1CCC(C)C(C)(CCC2=CCOC2=O)C/C=C\C=C/1C(=O)O (stereo unspecified),.,-4.0%
COC(=O)[C@H](CCSC)NC(=O)Nc1cccc(Br)c1,-8.2,-5.7%
CN1C(=O)/C(=C/c2cc(N=Nc3ccccc3)ccc2O)SC1=S,-7.3,1.2%
Cc1ccc(NC(=O)CCCc2ccccc2)nc1,6.0,-2.2%
COCCCN1C(=O)c2ccc(C(=O)Nc3ccccc3OC)cc2C1=O,.,-0.8%
O=C(CSc1ncn(-c2ccccc2)n1)Nc1ccc2c(c1)OCO2,.,-2.6%
Cc1c(Cl)c(-c2n[nH]c(=S)n2Cc2ccco2)nn1C,-2.6,-6.4%
CC(Oc1ccccc1)C(=O)Nc1ccccc1O (stereo unspecified),-1.5,-0.2%
O=C(N/N=C/c1ccc2cccnc2c1)c1nc2ccccc2c(=O)[nH]1,5.9,3.4%
O=C(Nc1ccc2c(c1)OCO2)C1CCCN1C(=O)NCc1ccccc1 (stereo unspecified),.,0.6%
N#CCCN(Cc1cccnc1)S(=O)(=O)c1ccc(S(=O)(=O)N2CCCCCC2)cc1,-3.2,-3.0%
COc1cc(OC)c(OC)cc1/C=N/NC(=S)NCCN1CCOCC1,-10.8,-2.2%
CCCCNC(=O)c1cccc(NC(=O)C(=O)c2ccccc2NC(C)=O)c1,.,1.4%
Cc1cc(Br)cnc1NC(=S)Nc1ccc(F)cc1F,-19.3,1.4%
O=C(CNC(=O)c1ccc(-c2ccccc2)cc1)OCc1ccc(Cl)cc1,-11.7,3.8%
Cc1cc(OCC(=O)c2ccc(Br)cc2)ccc1N1C(=O)CCC1=O,4.2,7.0%
CCc1ccc(CCC(=O)Nc2ccc(OC)cc2)o1,.,4.6%
CC12CCC(C(=O)N(CCC#N)CCC#N)(CC1=O)C2(C)C (stereo unspecified),9.7,-1.2%
Cc1cccc(N(CC(=O)NC2CCCCC2)C(=O)CCCC(=O)Nc2ccccn2)c1,.,0.7%

# More entries.
SMILES,Mtb RmlCD inh,M. tuberculosis GlmU
COC(=O)c1ccc(CSc2ncnc3c2nnn3-c2ccc(OC)cc2)o1,-10.7,-2.0%
O=C(OCc1cc([N+](=O)[O-])cc2c1OCOC2)c1ccc2ccccc2n1,-9.9,3.0%
CC(=O)Nc1ccc(C(=O)OCc2ccc(Cl)c(Cl)c2)cc1,83.2,4.8%
COc1ccccc1NC(=O)CN1C(=O)NC(C)(C)C1=O,.,6.1%
Cc1ccc(-c2cc(C(=O)NN)n[nH]2)o1,11.5,5.3%
O=C(CCC1CCCCC1)Nc1ccccc1-c1ccccc1,0.4,-0.1%
CCNc1nc2cccnc2s1,-10.8,7.2%
CCOc1ccc(-c2nnc3ccc(SCC(=O)N4CCCCC4)nn23)cc1,.,7.2%
O=C(c1ccc(Cl)c(S(=O)(=O)Nc2ccccc2C(=O)N2CCc3ccccc3C2)c1)N1CCc2ccccc2C1,4.8,3.8%
O=C(OC1CCOC1=O)c1ccc2ncsc2c1 (stereo unspecified),.,2.4%
COc1ccccc1S(=O)(=O)CC(O)COc1ccc(C#N)cc1 (stereo unspecified),-8.1,7.4%
CC(C)CNC(=O)C1CCCN1S(=O)(=O)c1ccc(Cl)cc1 (stereo unspecified),-7.2,2.0%
COc1ccc(C(=O)NCC(=O)OCC(=O)N(C)c2ccccc2)cc1,-7.6,-1.7%
COc1cc(C(=O)OC(C)CN2CCN(C)CC2)cc(OC)c1OC (stereo unspecified),.,7.0%
CC(C)CC(=O)Nc1ncc([N+](=O)[O-])s1,5.4,6.5%
O=S(=O)(Cc1ccc(Cl)cc1)CC(O)COCc1ccccc1 (stereo unspecified),11.1,4.7%
O=C1NC(c2cccs2)Nc2sc3c(c21)CCCC3 (stereo unspecified),?,1.5%
CCO[C@@H]1OC(C(=O)O)=C[C@H](C2CC2)[C@H]1CCCO,.,6.2%
CCCCN(C(=O)CCC(=O)O)C1CC(=O)N(c2ccc(OCCC)cc2)C1=O (stereo unspecified),.,-3.2%
CCOC(=O)c1c(NC(C)=O)sc2c(OCC(O)CN(CC)CC)c(Br)ccc12 (stereo unspecified),10.0,-3.8%
CCN(CCNC(=O)C1CCCN(S(=O)(=O)CC)C1)c1ccccc1 (stereo unspecified),.,-1.6%
CCOCC(=O)Nc1cc(C(=O)NCCc2ccccc2)ccc1Cl,6.1,-1.4%
Cc1ccccc1-n1sc2cc(F)ccc2c1=O,3.5,-9.0%
Fc1ccccc1N1CCN(c2nc(-c3cccs3)nc3ccccc23)CC1,-7.7,1.2%
